# Source: PubChem (several laboratories)
# FAK inh: blocks human focal adhesion kinase activity; Q05397; biochemical FAK kinase activity assay; inhibition, %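 (tested at 7 µM)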; hit rate 0.84% among 97,000; AID 727; in the data active = inhibition above about 19%;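 also: 0% = DMSO and 100% = reference compound high control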
# PTPN22 act: increases human PTPN22 phosphatase activity. activation, % at 2 µM. AID 697. Q9Y2R2. hit rate 0.11% among 96,000. recombinant LYP, DiFMUP fluorescence; 0 = plate median, 100 = signal doubled;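 active = activation at 2 µM above a set limit, the mean plus 5 SD, cut at about 37% in these data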
# S1P2 agonist: activates the human S1P2 receptor; hit rate 0.46% among 97,000; activation, % at 4.5 µM; S1P2-expressing cell line, agonist reporter read-out; in the data active = activation above about 16%;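 also: 0% = vehicle low control and 100% = maximal reference agonist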
# Target sequence (O95136 whole entry, looked up): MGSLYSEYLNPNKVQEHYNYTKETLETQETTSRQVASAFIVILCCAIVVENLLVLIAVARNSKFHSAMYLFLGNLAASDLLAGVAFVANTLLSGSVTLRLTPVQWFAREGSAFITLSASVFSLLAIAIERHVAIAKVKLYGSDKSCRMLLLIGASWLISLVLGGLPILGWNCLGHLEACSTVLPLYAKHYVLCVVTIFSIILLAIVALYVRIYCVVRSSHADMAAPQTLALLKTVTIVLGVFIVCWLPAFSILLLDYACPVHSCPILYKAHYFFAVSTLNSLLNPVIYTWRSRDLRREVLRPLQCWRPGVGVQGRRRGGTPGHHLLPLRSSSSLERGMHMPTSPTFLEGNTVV
# PostGolgi ctrl: growth of the yeast control strain, post-Golgi counter-screen; efflux-deficient yeast background strain, growth absorbance A615, 16 h; inhibition, % at 10 µM; hit rate 5% among 98,000; AID 738
# EphB4 ephrin blk: antagonists of human EphB4-ephrin-B2 interaction. P54760. EphB4 LBD / TNYL-RAW-Alexa532 peptide, fluorescence polarization. inhibition, % at 7 µM. hit rate 0.15% among 97,000. AID 720;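 active = inhibition above the screen-wide mean inhibition plus 3 SD, cut at about 15% in these data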;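 also: 0% = DMSO wells and 100% = excess unlabeled TNYL-RAW peptide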
# S1P2 antag: S1P2 (human) receptor antagonism | hit rate 0.21% among 97,000 | cell-based S1P2 antagonist assay, inhibition at 5 uM | AID 736 | inhibition, % at 5 µM | O95136; in the data active = inhibition above about 45%;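 also: CRE beta-lactamase reporter cells expressing human S1P2 stimulated with S1P; 0% = agonist at EC80 alone and 100% = agonist plus reference antagonist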
# Rev-RRE block: disrupts HIV-1 Rev binding to RRE RNA; P05866; Rev peptide-RRE RNA binding, FRET; inhibition, % at 8 µM; hit rate 0.79% among 97,000;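 active = inhibition above the screen-wide mean plus 3 SD, cut at about 35% in these data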;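 also: 0% = median DMSO wells and 100% = median Neomycin B control wells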
# Target sequence (P05866 whole entry, looked up): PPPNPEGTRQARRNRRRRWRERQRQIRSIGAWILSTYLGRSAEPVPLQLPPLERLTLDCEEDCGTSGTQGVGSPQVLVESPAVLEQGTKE
#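 Assay system: Labelled RRE RNA duplex and labelled Rev peptide | Times: 5 min preincubation and 15 min binding, 25 °C | Detection: FRET, ex 480 nm, em 540 and 671 nm | Evaluation: % inhibition of FRET ratio versus controls | Benchmarks: DMSO wells as 0% and neomycin B wells as 100% inhibition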
# LYP inh 2: blocks human PTPN22 phosphatase activity | recombinant LYP catalytic domain, DiFMUP fluorescence | inhibition, % at 2 µM | hit rate 0.21% among 96,000 | AID 640;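 active = inhibition at 2 µM at or above a set limit, the screen mean plus 3 SD, cut at about 24% in these data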;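 also: 0% = DMSO with enzyme and 100% = enzyme fully blocked by orthovanadate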
# PostGolgi yeast: growth inhibition of a yeast mutant, post-Golgi transport screen. hit rate 0.9% among 98,000. AID 739. inhibition, % at 10 µM. post-Golgi transport phenotypic cell assay;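 also: yeast cells grown in 1536-well plates; yeast grown about 18 h at 30C before absorbance read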
# Starred values were filed as active, the others as inactive; / = not tested or not shown; & = joins results of further samples; [ ] = remark or other dose. Rule as the data show it, unless noted: active = inhibition above about 30%; inactive = the rest.
# Sample of the layout (6 entries):
SMILES,FAK inh,PTPN22 act,S1P2 agonist,PostGolgi ctrl,EphB4 ephrin blk,S1P2 antag,Rev-RRE block,LYP inh 2,PostGolgi yeast
C=CCN1C(=O)/C(=C/c2ccc(N(C)C)cc2)S/C1=N\c1nnc(CC)s1,-2,13,-8,6,-2,11,131*[fluorescence artefact?],-15,-5
CCCc1cc(C(N)=O)c(NC(C)=O)s1,18,-10,-8,1,6,8,7,7,-16
Cc1cc(C(=O)Nc2c(C)n(C)n(-c3ccccc3)c2=O)on1,0,3,-3,6,2,8,4,-4,-1
Nc1c(C(=O)NCC2CCCO2)sc(=S)n1-c1ccccc1 (stereo not drawn),3,0,-2,-2,-9,-8,1,-1,4
CC1CCN(S(=O)(=O)N2CCC(C(=O)N3CCC(N(C)CC4CCCO4)CC3)CC2)CC1 (stereo not drawn),2,1,-2,14,-1,-2,0,-4,-7
Cc1ccc(N2CC(C(=O)N3CCCc4ccccc43)CC2=O)cc1 (stereo not drawn),1,-8,-3,1,-6,6,5,5,-9

# The whole of this part, from the start:
SMILES,FAK inh,PTPN22 act,S1P2 agonist,PostGolgi ctrl,EphB4 ephrin blk,S1P2 antag,Rev-RRE block,LYP inh 2,PostGolgi yeast
C=CCN1C(=O)/C(=C/c2ccc(N(C)C)cc2)S/C1=N\c1nnc(CC)s1,-2,13,-8,6,-2,11,131*[fluorescence artefact?],-15,-5
CCCc1cc(C(N)=O)c(NC(C)=O)s1,18,-10,-8,1,6,8,7,7,-16
Cc1cc(C(=O)Nc2c(C)n(C)n(-c3ccccc3)c2=O)on1,0,3,-3,6,2,8,4,-4,-1
Nc1c(C(=O)NCC2CCCO2)sc(=S)n1-c1ccccc1 (stereo not drawn),3,0,-2,-2,-9,-8,1,-1,4
CC1CCN(S(=O)(=O)N2CCC(C(=O)N3CCC(N(C)CC4CCCO4)CC3)CC2)CC1 (stereo not drawn),2,1,-2,14,-1,-2,0,-4,-7
Cc1ccc(N2CC(C(=O)N3CCCc4ccccc43)CC2=O)cc1 (stereo not drawn),1,-8,-3,1,-6,6,5,5,-9
Cc1oc(-c2ccc(Cl)cc2)[n+]([O-])c1C,0,1,-7,9,-11,11,1,-2,3
COC(=O)Nc1ccc2c(c1)N(C(=O)CCN1CCN3CCCC3C1)c1ccccc1S2 (stereo not drawn),1,-2,-4,1,-3,8,11,0,20
Nn1c(SCC(=O)NCCC2=CCCCC2)nnc1C(F)(F)F,-1,-4,-4,8,4,4,4,1,3
COC(=O)c1ccc(NC(=O)CN2C(=O)C3C4C=CC(C4)C3C2=O)cc1 (stereo not drawn),-1,10,-2,9,3,-2,11,-13,4
CCC(CC)C(=O)Nc1cccc(C(=O)NCCc2ccc(S(N)(=O)=O)cc2)c1,-1,9,-1,18,-5,-15,0,-9,5
CCOC(=O)c1[nH]c(C)c(C(=O)NCCCN2CCOCC2)c1C,-2,6,-1,0,0,10,11,-9,5
CCSc1nc2c(c(=O)n(C)c(=O)n2C)n1Cc1ccc(Cl)cc1,-1,-4,-8,/,-6,1,4,2,/
CCN(CC)CCOc1cc2c(nn1)Oc1ccccc1N2C,12,1,0,9,2,16,3,-1,-4
CCN(CC)S(=O)(=O)c1cccc(-c2nnc(SCC(N)=O)n2CCc2ccccc2)c1,-4,10,-5,10,3,14,5,-7,-6
COc1cccc(C2=Nn3c(nnc3-c3ccccc3O)SC2)c1,-2,-5,-3,7,2,-7,-1,8,10
Cc1cc2c(ncn2C)c(NS(=O)(=O)c2cc(Cl)ccc2Cl)c1C,1,-5,-4,17,1,23,9,6,9
COc1ccc(OC)c(-c2oc3ccccc3c(=O)c2O)c1,7,-1,-5,12,3,14,3,3,0
O=C1OC(Oc2ccccc2)(c2ccccc2)c2ccccc21 (stereo not drawn),3,-3,-5,32*,-2,17,16,5,2
O/N=C(\COc1ccccc1O)c1ccccc1,0,4,-4,17,-8,15,3,-5,13
Cc1ccc(S(=O)(=O)N2CCN(C(=O)Cc3ccccc3)CC2)cc1,1,-5,0,0,-5,-30,8,7,-1
O=C(c1ccc2c(=O)n(-c3ccccc3)c(=O)[nH]c2c1)N1CCCCC1,0,-1,-5,22,0,5,5,3,2
COCCCn1nnnc1SCC(=O)N1CCCC1,-1,0,0,0,6,1,4,0,4
CN1CC2([N+](=O)[O-])CC=C(Oc3ccccc3)C([N+](=O)[O-])(C1)C2 (stereo not drawn),2,6,0,10,2,-10,2,-4,0
CCC1CCCCN1Cc1cc(OC)c(O)c([N+](=O)[O-])c1 (stereo not drawn),-9,-6,-2,17,2,12,12,9,-1
COC(=O)c1ccc(NC(=O)CCN2CCCCC2)cc1,8,2,-2,-5&-4,-2,18,5,2,-4&-1
Cc1ccc(S(=O)(=O)N2CCC(C(=O)N(C)C3CCS(=O)(=O)C3)CC2)cc1 (stereo not drawn),-2,-1,-1,3,-1,-24,10,2,-1
COC(=O)C1CCN(C(=O)C23CCC(C)(C(=O)O2)C3(C)C)CC1 (stereo not drawn),-1,-10,-2,17,6,-5,-6,10,-2
CC(C)c1ccc(NC(=O)c2ccc(Br)o2)cc1,2,0,-7,/,-2,0,4,-1,/
CCN(CC)C(=O)Oc1ccc2c(=O)c(-c3ccccc3)coc2c1,3,-4,3,-2,3,10,8,2,-1
O=C1CN(C(=O)COC(=O)c2cccc(S(=O)(=O)NCc3ccccc3)c2)c2ccccc2N1,-2,-6,-6,9,-2,1,5,8,4
COc1ccc(C2CC(c3ccccc3)Nc3ncnn32)cc1 (stereo not drawn),7,-1,-2,6,3,11,6,-1,4
COc1cccc(C(c2nnnn2Cc2ccccc2)N2CCN(C(=O)c3ccco3)CC2)c1OC (stereo not drawn),-1,1,-7,25,1,17,7,3,8
COc1ccc(NC(=O)CN(C)S(=O)(=O)c2ccccc2)cc1OC,0,-3,-5,7,5,-2,11,3,-3
CCS(=O)(=O)N1CCN(C(=O)CC(C)C)CC1,0,10,-3,-6,-7,-10,5,-15,-5
CCCS(=O)(=O)N1CCCC(C(=O)NCCc2ccc(OC)c(OC)c2)C1 (stereo not drawn),0,-3,-10,-1,-1,-3,4,8,-4
Cc1ccc2cc(COC(=O)c3ccco3)c(=O)[nH]c2c1,1,9,-5,4,-6,-11,20,-5,2
NNC(=O)CNC(c1ccccc1)c1cc(Br)ccc1NC(=O)c1ccccc1Br (stereo not drawn),-1,10,-5,-3,-5,2,7,-5,8
COc1ccc(OC)c(C2C(C(C)=O)=C(O)C(=O)N2CCC(=O)O)c1 (stereo not drawn),13,-13,-12,27,8,25,13,14,1
Cc1cc(C)n(Cc2ccc(NC(=O)c3ccc(COc4ccccc4Br)cc3)cc2)n1,4,1,-3,10,-5,-3,4,3,-7
O=C(CSc1nc2nc(-c3cccs3)cc(C(F)(F)F)c2c(=O)[nH]1)NCc1ccco1,1,4,-4,-1,-8,-4,6,-6,11
COc1ccc(-c2nc(CSCC(=O)NC3CCCc4ccccc43)c(C)o2)cc1OC (stereo not drawn),-2,4,-1,8,3,0,3,-1,-3
Oc1ccc(Br)cc1-c1cc(-c2ccccc2)n[nH]1,6,-6,-2,/,0,-3,6,6,/
O=S(=O)(NCc1ccco1)N1CCOCC1,2,-12,-6,3,-4,-10,4,11,-6
COC(=O)c1ccccc1NC(=O)c1ccc(COc2ccc(C)c(C)c2)o1,1,-7,0,7,-3,5,10,8,-3
CCOCCCN(C(=O)c1ccco1)C(C(=O)NC1CCCC1)c1cccc(OC)c1OC (stereo not drawn),3,2,-3,-3,1,20,1,-3,-27
CSc1ncccc1C(=O)OCC(=O)c1cc2ccccc2o1,-1,-8,-4,-10,-4,3,5,5,7
O=C(CCCc1ccccc1)c1ccc2c(c1)OCCO2,3,6,0,/,7,8,7,-8,/
Fc1cccc(-c2oncc2-c2nnnn2-c2ccc(Cl)cc2)c1,2,7,3,/,2,-18,1,-11,/
O=C(CSc1nnc(-c2ccccn2)n1Cc1ccco1)c1ccccc1,-1,0,-1,31*,1,-7,4,0,2
O=C(CSc1nc2c(c(=O)n1-c1ccc(Cl)cc1)SCC2)N1CCOCC1,0,5,21*,1,-5,-8,3,-9,0
CCCCn1c(SCC(=O)N2CCC(C(=O)OCC)CC2)nc2cc(S(N)(=O)=O)ccc21,3,0,-2,0,-6,-5,13,-1,-2
COC(=O)Nc1nc(-c2ccccc2)c(C(=O)c2ccccc2)s1,-1,7,-6,15,-4,-17,9,-10,-2
CC1(NC(=O)C23CC4CC(CC(C4)C2)C3)CCS(=O)(=O)C1 (stereo not drawn),1,-2,-9,13,7,5,9,2,4
Cn1nc(-c2ccc(Cl)cc2)nc2c(=O)n(C)c(=O)nc1-2,69*,-44,-3,107*,0,99*,26,45*,106*
CCCCNC(=O)CCc1nc2cccnc2n1Cc1ccc(OC)cc1,-2,5,-5,1,7,13,6,-3,-8
COCc1cc(C)nc(Nc2cc(C)ccc2C)c1C#N,3,-1,-5,23,2,5,7,-2,5
COc1ccc(NC(=O)c2ccco2)cc1NC(=O)c1cccnc1,-1,3,-2,0,-9,-2,-1,-6,-3
O=S(=O)(N/N=C\c1ccc2c(c1)OCO2)c1ccc(Cl)cc1,-2,13,-8,19,-1,5,-2,-7,-8
Cc1cc(C)n2c(SC/C(O)=C(\C#N)c3nc4ccccc4[nH]3)nnc2n1,22*,0,-4,8,-8,-17,28,-2,0

# (cont.)
SMILES,FAK inh,PTPN22 act,S1P2 agonist,PostGolgi ctrl,EphB4 ephrin blk,S1P2 antag,Rev-RRE block,LYP inh 2,PostGolgi yeast
CC1CC(=O)c2cn3c(nc2C1)nc1ccccc13 (stereo not drawn),1,4,-4,-2,0,-25,4,-2,1
Cc1ccc(S(=O)(=O)N2CCOCC2)cc1C(=O)OCC(=O)Nc1ccc2c(c1)OCO2,0,-18,0,9,0,-17,12,20,21
CC(C)CC(=O)Nc1ccc(S(=O)(=O)NCc2ccco2)cc1,1,-3,0,2,-9,11,8,5,-2
CCCCn1c(=N)n(CC(O)COc2cccc(C)c2)c2ccccc21 (stereo not drawn),-5,-5,-6,19,-9,19,5,6,0
COc1cc(OC)c(C2SCCN2S(=O)(=O)c2ccc(F)cc2)cc1OC (stereo not drawn),0,-10,-3,7,-7,4,7,8,1
O=C(NCc1ccco1)c1sc(=S)n2c1[nH]c(=O)c1ccccc12,-5,1,-3,32*,1,-2,1,-3,-7
COc1ccc(-c2nnc(SCC(=O)Nc3ccc(Cl)cc3)n2C)cc1,2,-4,1,12,8,7,3,1,2
Cc1ccc(NC(=O)N(CCCN2CCOCC2)Cc2cccs2)cc1C,-3,14,-7,9,-7,17,3,-18,10
CCOc1ccc(S(=O)(=O)Nc2ccccc2C(=O)Nc2ccccc2N2CCOCC2)cc1,-1,-10,-2,34*,3,3,8,8,3
CCc1nnc(NC(=O)CSc2nnnn2-c2cccc(C(=O)OC)c2)s1,0,8,-12,24,-3,-14,-1,-10,-1
CCc1ccc(NC(=O)CSc2nnc(SCC(=O)Nc3ccc(CC)cc3)n2N)cc1,4,8,-8,-7,-6,21,10,-6,-2
Cc1cccc(NC(=O)CN2CCN(CC(=O)Nc3cccc(C)c3)CC2)c1,-5,1,-5,6,-9,-3,4,-3,-1
CC(=O)Nc1ccc(C(=O)CSc2nc3ccccc3n2CC(=O)N2CCCC2)cc1,1,4,-5,-2,-2,0,-3,-7,-5
CCc1ccccc1NC(=O)c1cnccn1,0,-10,-4,7,-2,-6,5,12,10
CCSC(=O)N(CC)CC(=O)Nc1c(CC)cccc1CC,0,-1,-2,9,8,6,9,2,2
O=C(CN1C(=O)c2ccccc2C1=O)Nc1ccc(S(=O)(=O)NCC2CCCO2)cc1 (stereo not drawn),2,0,-4,-2,-6,-3,1,-2,-7
O=C(Nc1nccs1)C1CCN(S(=O)(=O)c2c(Cl)cccc2Cl)CC1,2,5,-6,9,1,-15,5,-6,2
